AT treatment – qHTS Assay for Identifying a Potential Treatment of Ataxia-Telangiectasia; […] A-T fibroblasts, KAP-1 phosphorylation AlphaLISA; neocarzinostatin DNA damage 30 min before lysis; AID 485349, 2010; Potency, µM (titrated, usually from 57.5 µM), for inactives: at the top dose activation, usual class: activators; 320,000 tested, 0.19% active; further: potency means the concentration at half of the fitted maximal effect; % of control where 0% means no effect; nearly all actives have a fitted effect of over 45% in size
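ATM-like activity read as KAP-1 phosphorylation via AlphaLISA donor/acceptor antibody pairs after lysis and 6 hr at 25C. Cells were ATM-null patient fibroblasts ([…], hTERT), dosed 60 min, then exposed to the DSB inducer NCS for 30 min.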
ASM inhibitor – Inhibitors of Secretory Acid Sphingomyelinase (S-ASM): qHTS; Sphingomyelin phosphodiesterase (Homo sapiens), P17405; placental ASM, HMU-PC fluorogenic substrate, 60 min; Potency, µM (series often up to 57.5 µM), inactives show top-dose activity change, negative = inhibition, hits mostly inhibitors; 340,000 tested, 0.006% active; AID 504937, 2011; further: potency means the concentration at half of the fitted maximal effect
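Human placenta-derived ASM preincubated with compound 10 min at room temperature, then reacted with 9 uM (final) fluorogenic HMU-PC substrate for 60 min at 37 C. Stop solution raises pH to 10; fluorescence read at Ex 386/Em 447 nm.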
MBNL1-CUG inh – qHTS Assay for Inhibitors of MBNL1-poly(CUG) RNA binding; Muscleblind-like protein 1 (Homo sapiens), Q9NR56; TR-FRET MBNL1-His/biotin-(CUG)12 binding, 665/545 ratio; Potency, µM (titrated, usually from 57.5 µM), inactives show at the top dose activity change, negative = inhibition, usual class: inhibitors; 280,000 tested, 0.036% active; AID 2675, 2010; active means well fitted inhibition curve with a large enough effect in the signal ratio, with a control signal flat, not every such curve was filed as active; inconclusive means small, poorly fitted or top-dose-only effect, or effect the other way, or a change in a side signal; inactive means no such curve, though single readings can be large or run the other way; the % refers to the signal ratio; further: potency means the concentration at half of the fitted maximal effect; on the % scale 0 is the no-effect control and ±100 the full control effect
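TR-FRET between His-tagged MBNL1 and biotin-(CUG)12 RNA, detected with Tb anti-His antibody (0.055 ng/ul) and streptavidin-XL665 (5 nM), 60 min at room temperature. Compounds titrated 92 nM to 58 uM; 665/545 nm ratio normalized to buffer and complex controls.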
Menin-MLL TR inh – qHTS Assay for Inhibitors Targeting the Menin-MLL Interaction in MLL Related Leukemias: Competition With Texas Red Labeled MLL-derived Mutant Peptide; O00255; Menin + Texas Red MLL mutant peptide, fluorescence polarization; Potency, µM (series often up to 61.6 µM), inactives show at the top dose FP activity change, negative = inhibition, usual class: inhibitors; 270,000 tested, 0.23% active; active means well fitted inhibition curve with a large enough effect in the polarisation, with a control signal flat, not every such curve was filed as active; inconclusive means small, poorly fitted or top-dose-only effect, or effect the other way, or a change in a side signal; inactive means no such curve, though single readings can be large or run the other way; the % refers to the polarisation; further: potency means the concentration at half of the fitted maximal effect; % of control where 0% means no effect; many of its hits are not listed in these tables
TSG101-PTAP inh – qHTS Assay for Iinhibitors of HIV-1 Budding by Blocking the Interaction of PTAP/TSG101; 340,000 tested, under 10 active; AID 493005, 2010; Potency, µM (highest dose often 115 µM), inactives show at the top dose activity change, negative = inhibition, hits mostly inhibitors; Fluorescence polarization, FITC-PTAP peptide / Tsg101 binding; Tumor susceptibility gene 101 protein (Homo sapiens), Q99816; active means well fitted inhibition curve with a large enough effect in the main read-out, with a control signal flat, not every such curve was filed as active; inconclusive means small, poorly fitted or top-dose-only effect, or effect the other way, or a change in a side signal; inactive means no such curve, though single readings can be large or run the other way; further: potency means the concentration at half of the fitted maximal effect; % of control where 0% means no effect
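Compounds were pin-transferred onto Tsg101 binding domain (10 uM final) in HEPES pH 7.5 buffer, then FITC-PTAP peptide was added at 50 nM final. After 20 min at RT, polarization reported peptide displacement across a qHTS concentration series.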
TSHR antagonist – Antagonists of the Thyroid Stimulating Hormone Receptor: HTS campaign | 330,000 tested, 0.2% active | TSHR-expressing cells, TSH-stimulated cAMP HTRF, 2 h; active compounds read low | AID 504810, 2011 | activity change, negative = inhibition, % at 11.5 µM | Thyrotropin receptor (Homo sapiens), P16473;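 active means activity change below a set negative limit, meaning inhibition stronger than a set level, cut at about -70% in these data; inconclusive means activity change between two set negative limits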; further: on the % scale 0 is the no-effect control and ±100 the full control effect
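Freshly harvested TSHR cells receive pin-tooled compound, then EC80 TSH at 4nM final. After 2 hours at 37 deg C, antibody in lysis buffer and cAMP-d2 are added; 30 minutes at ambient temperature precede the HTRF read.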
Mito fusion yeast – qHTS Assay for Small Molecule Inhibitors of Mitochondrial Division or Activators of Mitochondrial Fusion | S. cerevisiae fusion-defective mutant growth rescue, CellTiterGlo 48 h | Potency, µM (highest dose often 46.1 µM), without a hit: at the top dose growth rescue (activation), actives largely listed as activators | 320,000 tested, 0.23% active | AID 485298, 2010;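 further: potency means the concentration at half of the fitted maximal effect; % of control where 0% means no effect; nearly all actives have a fitted effect of over 45% in size; temperature-sensitive fusion mutants such as fzo1-1 at 37 °C on non-fermentable ethanol glycerol medium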
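Read-out: ATP-based luminescence (CellTiterGlo, 10 min ambient) reporting growth of fusion-defective ts yeast after 48 hours at 37C on glycerol/ethanol YPEG medium in the presence of compound.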
TCR activator – Activators of T cell receptors: qHTS campaign | primary human leukocytes, anti-CD3, IL-2 HTRF, 48 h | 330,000 tested, under 10 active | AID 504894, 2011 | Potency, µM (doses to about 9.22 µM), inactives show top-dose activation of IL-2 secretion, most hits filed as activators; further: % of control where 0% means no effect
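Primary human leukocytes were stimulated with a-CD3 beads plus compounds for 48 hr without co-stimulation; secreted IL-2 was quantified by HTRF using a-IL-2-K (europium cryptate) and a-IL-2-d2, excited at 320nm with acceptor emission read at 665nm.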
Integrin act MD – qHTS for Activators of Integrin-Mediated Alleviation for Muscular Dystrophy. alpha7betagal myoblasts, beta-gal FDG fluorescence, 48 h. 350,000 tested, 0.064% active. Potency, µM (doses to about 38.3 µM), for inactives: at the top dose activation, actives largely listed as activators;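 further: potency means the concentration at half of the fitted maximal effect; 100% = response of the positive control SU9516; nearly all actives have a fitted effect of over 60% in size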
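Alpha7betagal+/- myoblasts (passage 13) were plated 16-24 hr, then exposed to compounds (1:260 dilution of DMSO stock) for 48 hours at 37C. After MPER lysis, β-galactosidase reporter activity was read as FDG fluorescence (ex 480/em 540) after 30 minutes.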
CXXC DNA block – qHTS Fluorescence Polarization Assay for Inhibitors of MLL CXXC domain - DNA interaction; MLL-CXXC / FITC-HOXA9 DNA fluorescence polarization; Potency, µM (titrated, usually from 115 µM), without a hit: at the top dose activity change, negative = inhibition, most hits filed as inhibitors; Histone-lysine N-methyltransferase 2A (Homo sapiens), Q03164; 290,000 tested, 0.037% active; AID 2662, 2010; active means well fitted inhibition curve with a large enough effect in the polarisation, with a control signal flat, not every such curve was filed as active; inconclusive means small, poorly fitted or top-dose-only effect, or effect the other way, or a change in a side signal; inactive means no such curve, though single readings can be large or run the other way; the % refers to the polarisation; further: potency means the concentration at half of the fitted maximal effect
Target sequence (Q03164 whole entry, looked up, the tested form may be a part): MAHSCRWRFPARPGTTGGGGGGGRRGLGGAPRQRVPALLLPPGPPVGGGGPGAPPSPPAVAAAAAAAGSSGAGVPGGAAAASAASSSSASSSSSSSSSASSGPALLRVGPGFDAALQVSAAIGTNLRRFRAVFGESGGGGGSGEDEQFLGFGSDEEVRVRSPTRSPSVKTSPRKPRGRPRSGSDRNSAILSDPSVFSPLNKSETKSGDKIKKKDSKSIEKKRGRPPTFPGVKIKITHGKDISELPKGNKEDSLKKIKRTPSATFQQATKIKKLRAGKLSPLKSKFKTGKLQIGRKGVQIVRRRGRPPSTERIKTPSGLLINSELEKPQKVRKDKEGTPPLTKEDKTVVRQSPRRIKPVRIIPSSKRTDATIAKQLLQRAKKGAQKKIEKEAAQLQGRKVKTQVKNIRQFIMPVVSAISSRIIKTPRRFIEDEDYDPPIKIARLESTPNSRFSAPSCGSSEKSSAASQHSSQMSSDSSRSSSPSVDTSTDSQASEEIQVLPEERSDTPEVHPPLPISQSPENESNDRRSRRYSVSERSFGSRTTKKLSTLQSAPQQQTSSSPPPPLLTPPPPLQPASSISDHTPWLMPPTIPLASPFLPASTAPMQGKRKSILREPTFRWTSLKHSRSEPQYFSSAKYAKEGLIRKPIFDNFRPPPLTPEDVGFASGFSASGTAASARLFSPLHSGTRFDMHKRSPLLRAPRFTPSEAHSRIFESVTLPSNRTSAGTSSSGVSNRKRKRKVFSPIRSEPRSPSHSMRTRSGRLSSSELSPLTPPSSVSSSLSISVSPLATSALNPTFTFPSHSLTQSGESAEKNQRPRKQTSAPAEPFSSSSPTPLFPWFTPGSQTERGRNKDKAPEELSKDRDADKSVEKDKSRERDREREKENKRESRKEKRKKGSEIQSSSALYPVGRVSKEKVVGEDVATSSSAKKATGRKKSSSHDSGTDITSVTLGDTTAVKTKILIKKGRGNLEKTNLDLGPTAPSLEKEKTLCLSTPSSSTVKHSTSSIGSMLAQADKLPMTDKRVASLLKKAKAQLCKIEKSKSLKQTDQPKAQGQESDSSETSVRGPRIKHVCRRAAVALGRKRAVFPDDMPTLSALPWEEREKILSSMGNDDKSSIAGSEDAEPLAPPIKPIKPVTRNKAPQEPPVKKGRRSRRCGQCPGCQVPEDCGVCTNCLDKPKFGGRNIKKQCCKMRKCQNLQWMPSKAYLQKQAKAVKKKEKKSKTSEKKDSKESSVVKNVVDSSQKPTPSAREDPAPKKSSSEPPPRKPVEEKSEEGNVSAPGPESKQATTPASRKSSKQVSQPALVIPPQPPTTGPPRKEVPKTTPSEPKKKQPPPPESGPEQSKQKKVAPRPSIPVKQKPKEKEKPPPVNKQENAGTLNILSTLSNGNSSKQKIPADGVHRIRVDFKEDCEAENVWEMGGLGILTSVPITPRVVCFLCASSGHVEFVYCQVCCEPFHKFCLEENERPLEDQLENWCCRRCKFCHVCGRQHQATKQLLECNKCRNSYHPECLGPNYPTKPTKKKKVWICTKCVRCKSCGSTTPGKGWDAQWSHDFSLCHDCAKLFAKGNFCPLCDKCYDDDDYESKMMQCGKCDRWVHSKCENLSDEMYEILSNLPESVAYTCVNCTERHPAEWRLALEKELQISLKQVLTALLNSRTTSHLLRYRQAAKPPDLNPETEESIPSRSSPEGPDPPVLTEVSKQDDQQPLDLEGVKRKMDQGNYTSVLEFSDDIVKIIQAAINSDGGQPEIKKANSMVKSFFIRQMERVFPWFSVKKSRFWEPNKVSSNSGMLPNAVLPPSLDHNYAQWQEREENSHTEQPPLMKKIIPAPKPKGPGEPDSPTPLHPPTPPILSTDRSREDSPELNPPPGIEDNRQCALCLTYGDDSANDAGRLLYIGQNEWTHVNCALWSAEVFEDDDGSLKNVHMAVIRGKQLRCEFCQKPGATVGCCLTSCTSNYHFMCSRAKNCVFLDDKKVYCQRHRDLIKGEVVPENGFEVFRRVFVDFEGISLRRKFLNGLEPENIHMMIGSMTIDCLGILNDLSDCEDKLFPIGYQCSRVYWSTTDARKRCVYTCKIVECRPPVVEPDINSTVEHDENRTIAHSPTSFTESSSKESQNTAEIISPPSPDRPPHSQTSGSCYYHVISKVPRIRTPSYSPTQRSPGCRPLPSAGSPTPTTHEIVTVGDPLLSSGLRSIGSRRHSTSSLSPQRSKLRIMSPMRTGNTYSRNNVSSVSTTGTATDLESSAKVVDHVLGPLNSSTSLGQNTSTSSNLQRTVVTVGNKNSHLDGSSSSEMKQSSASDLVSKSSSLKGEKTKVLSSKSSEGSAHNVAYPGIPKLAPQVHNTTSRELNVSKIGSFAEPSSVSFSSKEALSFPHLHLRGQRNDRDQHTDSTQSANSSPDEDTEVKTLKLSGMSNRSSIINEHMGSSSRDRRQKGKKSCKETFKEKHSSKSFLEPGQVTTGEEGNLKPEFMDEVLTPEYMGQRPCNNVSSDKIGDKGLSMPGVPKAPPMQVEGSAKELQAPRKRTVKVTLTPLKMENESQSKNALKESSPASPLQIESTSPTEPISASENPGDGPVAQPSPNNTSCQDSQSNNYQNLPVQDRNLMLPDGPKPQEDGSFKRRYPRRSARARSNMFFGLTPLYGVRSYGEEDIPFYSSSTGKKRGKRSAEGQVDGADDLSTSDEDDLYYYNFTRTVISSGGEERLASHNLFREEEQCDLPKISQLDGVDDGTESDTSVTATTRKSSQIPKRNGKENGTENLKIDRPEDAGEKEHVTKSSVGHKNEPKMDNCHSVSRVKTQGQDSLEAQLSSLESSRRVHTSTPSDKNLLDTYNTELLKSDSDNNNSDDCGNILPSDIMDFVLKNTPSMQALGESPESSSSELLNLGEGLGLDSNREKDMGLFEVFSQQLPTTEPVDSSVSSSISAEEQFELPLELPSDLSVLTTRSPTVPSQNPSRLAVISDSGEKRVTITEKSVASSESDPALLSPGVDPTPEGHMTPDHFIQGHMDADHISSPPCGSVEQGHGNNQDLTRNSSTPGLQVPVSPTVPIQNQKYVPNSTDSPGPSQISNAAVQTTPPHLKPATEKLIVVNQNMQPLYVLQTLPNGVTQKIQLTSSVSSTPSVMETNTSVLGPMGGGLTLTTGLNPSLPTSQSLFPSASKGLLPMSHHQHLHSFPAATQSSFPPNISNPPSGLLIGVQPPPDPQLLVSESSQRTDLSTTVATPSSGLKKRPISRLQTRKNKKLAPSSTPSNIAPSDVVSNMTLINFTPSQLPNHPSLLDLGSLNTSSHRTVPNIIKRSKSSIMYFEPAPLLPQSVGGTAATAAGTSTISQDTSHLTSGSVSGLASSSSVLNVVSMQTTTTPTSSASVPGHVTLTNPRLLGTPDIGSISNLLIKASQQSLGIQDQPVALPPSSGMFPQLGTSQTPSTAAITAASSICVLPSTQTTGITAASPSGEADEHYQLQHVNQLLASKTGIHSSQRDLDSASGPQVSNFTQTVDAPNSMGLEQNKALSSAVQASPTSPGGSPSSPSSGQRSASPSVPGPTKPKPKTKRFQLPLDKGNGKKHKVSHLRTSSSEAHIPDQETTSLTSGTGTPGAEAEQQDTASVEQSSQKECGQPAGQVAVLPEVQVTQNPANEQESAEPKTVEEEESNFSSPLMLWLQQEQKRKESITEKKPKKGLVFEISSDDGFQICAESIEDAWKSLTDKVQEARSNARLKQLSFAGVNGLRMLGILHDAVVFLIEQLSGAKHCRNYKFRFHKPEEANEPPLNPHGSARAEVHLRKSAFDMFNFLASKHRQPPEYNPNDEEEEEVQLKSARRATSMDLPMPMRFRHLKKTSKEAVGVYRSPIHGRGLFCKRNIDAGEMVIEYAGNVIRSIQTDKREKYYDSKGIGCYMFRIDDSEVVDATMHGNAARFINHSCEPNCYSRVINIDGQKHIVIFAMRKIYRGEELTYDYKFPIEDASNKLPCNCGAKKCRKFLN
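Purified MLL-CXXC (added from a 7 uM solution) was preincubated 5 min at ambient with pinned compounds in 50 mM Tris-HCl pH 7.5, 50 mM NaCl, 1 mM DTT, 0.05% BSA. Fluorescein-labeled HOX-A9 DNA (50 nM solution) followed, 30 min, then polarization read.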
Starred values were filed as active, the others as inactive; ? = inconclusive; nt = no result given; [ ] = remark or other dose. Unless noted, the call rests on the fitted dose curve; in most records, active means well fitted curve in the direction sought with a large enough effect; inconclusive means small, poorly fitted or top-dose-only effect, or another doubt; inactive means no such curve, though single readings can be large; an effect the other way counts as inactive or inconclusive. Some of the compounds tested; count on the stated rates, not on these rows.

SMILES	AT treatment	ASM inhibitor	MBNL1-CUG inh	Menin-MLL TR inh	TSG101-PTAP inh	TSHR antagonist	Mito fusion yeast	TCR activator	Integrin act MD	CXXC DNA block
NC(=O)C[n+]1cccc(C(N)=O)c1	-1%	2%	nt	-2%	-1%	0	-7%	1%	8%	0%
CC/C(=N/Nc1ccccc1Cl)c1cnnc(-c2ccccc2)n1	9%	-26%	9%	-3%	-3%	-3	1%	0%[46.1 µM]	27%	-8%
O=C(NCCN1CCN(Cc2ccccc2)CC1)C1CC(=O)N(C2CCCC2)C1 (stereo not drawn)	5%	-1%	-9%	-3%	-3%	-2	1%	3%	-17%	-8%
COc1cc(OC)c(CNC2CCCCCC2)cc1Br	11%	3%	-15%	-8%	-10%	46	4%	3%	-823%[inhibitor]	2%
CCOC(=O)C1CCCN(c2c(N3CCN(C4CCCCC4)CC3)c(=O)c2=O)C1 (stereo not drawn)	0%	-3%	14%	?	0%	2	-1%	-1%	22%	0%
O=C(NS(=O)(=O)c1ccc(NC(=O)C2CCCO2)cc1)c1ccccc1 (stereo not drawn)	0%	9%	3%	3%	-3%	-5	-2%	11%[46.1 µM]	40%	-4%
CCC(C(=O)Nc1nc(C)c(C(=O)OC)s1)c1ccccc1 (stereo not drawn)	1%	-2%	-4%	32%[activator]	-3%	3	-3%	-1%	0%	-5%
Cc1ccc(C)c(S(=O)(=O)N2CCN(CC(=O)Nc3ccc4c(c3)CCC4)CC2)c1	0%	-8%	-6%	-5%	0%	14	26%	-2%[46.1 µM]	-31%	5%
CCCCN(C(=O)CSc1nnnn1C)c1c(N)n(Cc2ccccc2)c(=O)[nH]c1=O	4%	3%	-6%	nt	-2%	-7	1%	4%	-15%	-8%
COc1ccc(-c2nc(CS(=O)CC(=O)NCCN3CCCCCC3)c(C)o2)cc1OC (stereo not drawn)	-6%	-1%	2%	-21%	-7%	8	-4%	0%	5%	7%
O=C(Cn1nc(-c2cccc([N+](=O)[O-])c2)c2ccccc2c1=O)NCC1CCCO1 (stereo not drawn)	4%	0%	?	-9%	0%	6	3%	-2%	-30%	-17%
O=C1/C(=C/c2ccco2)N=C(N2CCCCC2)N1c1ccccc1	12%	243%[activator]	nt	6%	-1%	-7	0%	-7%[46.1 µM]	13%	1%
Cc1ccc(-n2nc3c(=O)n(CC(=O)NCCCc4ccccc4)nc(C)c3c2C)cc1	5%	1%	1%	-9%	1%	-11	1%	-3%	2%	7%
CCN(CC)C(=O)Cn1nc(C)c2ccccc2c1=O	6%	3%	0%	-1%	-6%	-4	-2%	1%	10%	-4%
CCOC(=O)c1ccc(N2CCOCC2)c(NC(=O)c2nccnc2C(=O)O)c1	5%	3%	2%	nt	-2%	-5	1%	12%	?	6%
Cn1c2ccccc2c(=O)c2c(=O)n(Cc3ccco3)c(-c3ccc(Cl)cc3Cl)nc21	3%	nt	?	nt	nt	5	-1%	nt	nt	4%
O=Nc1c(O)n(Cc2ccc(Cl)cc2)c2ccccc12	1%	-5%	?	24%	nt	3	9%	1%	-12%	6%
CCC(=O)N1CCC2(CC1)Oc1ccc(Cl)cc1C(=O)C21CC(c2cccnc2)=NO1 (stereo not drawn)	-23%	-2%	1%	nt	0%	-4	-2%	1%	-25%	-2%
C=CCOn1c(=O)c(=O)n(OCc2ccccc2)c2ccccc21	8%	0%	7%	2%	0%	2	-2%	1%	-30%	13%
COc1ccc(CN(C)C(=O)Cn2ccc(NC(=O)OCc3ccccc3)nc2=O)cc1OC	1%	-4%	nt	nt	-2%	2	-4%	-7%	5%	nt

Arranged by molecular weight (smallest number first): some entries from above.
SMILES	AT treatment	ASM inhibitor	MBNL1-CUG inh	Menin-MLL TR inh	TSG101-PTAP inh	TSHR antagonist	Mito fusion yeast	TCR activator	Integrin act MD	CXXC DNA block
CCOC(=O)c1ccc(N2CCOCC2)c(NC(=O)c2nccnc2C(=O)O)c1	5%	3%	2%	nt	-2%	-5	1%	12%	?	6%
Cc1ccc(-n2nc3c(=O)n(CC(=O)NCCCc4ccccc4)nc(C)c3c2C)cc1	5%	1%	1%	-9%	1%	-11	1%	-3%	2%	7%
CCC(=O)N1CCC2(CC1)Oc1ccc(Cl)cc1C(=O)C21CC(c2cccnc2)=NO1 (stereo not drawn)	-23%	-2%	1%	nt	0%	-4	-2%	1%	-25%	-2%

Other compounds follow:
SMILES	AT treatment	ASM inhibitor	MBNL1-CUG inh	Menin-MLL TR inh	TSG101-PTAP inh	TSHR antagonist	Mito fusion yeast	TCR activator	Integrin act MD	CXXC DNA block
CCS(=O)(=O)N1Cc2ccccc2CC1C(=O)Nc1nnc(SCc2ccc(F)cc2)s1 (stereo not drawn)	nt	-2%	3%	?	1%	-30	26%	2%[46.1 µM]	-8%	0%
Cc1cccc(N(C(=O)Nc2ccc(Cl)cc2)C2=NCC(C)S2)n1 (stereo not drawn)	-5%	2%	0%	12%	-5%	5	7%	-13%	8%	-2%
O=C(Cc1cccc(NC(=O)C2CCN(S(=O)(=O)c3cccc([N+](=O)[O-])c3)CC2)c1)Nc1cccc(C(=O)N2CCOCC2)c1	nt	0%	nt	nt	2%	nt	nt	3%	-2%	nt
COc1ccc(CCNC(=S)NC(=O)c2ccccc2)cc1C	-5%	-4%	11%	nt	-4%	-9	-1%	0%	?	-5%
O=C(c1ccc(Cn2cc(Cl)c([N+](=O)[O-])n2)cc1)N1CCN(Cc2ccccc2)CC1	-1%	-2%	?	nt	-11%	20	0%	1%	-20%	-1%
Cc1ccc(NC(=O)c2ccc(S(=O)(=O)N3CCC(C)CC3)cc2)nc1	nt	0%	nt	nt	0%	-5	6%	0%	17%	nt
S=C(NC1CC2CCC1C2)N1CCN(c2cccc(Cl)c2)CC1 (stereo not drawn)	-1%	-3%	2%	21%	1%	-6	1%	-3%	-40%	5%
Cc1ccccc1-c1nnc(SCC(=O)c2c(N)n(C3CC3)c(=O)[nH]c2=O)o1	-3%	25%	nt	nt	-1%	-7	-1%	5%	28%	nt
O=[N+]([O-])c1ccccc1OCCN1CCCC1	5%	-2%	10%	-22%	-2%	10	0%	0%	3%	0%
Cc1nn(C)c(C)c1NC(=O)c1cnn2c(C(F)F)cc(-c3ccccc3)nc12	4%	nt	2%	11%	nt	-9	0%	nt	nt	46%[activator]
Cc1ccc(C)c(Cn2c3ccccc3c3cnn(CC(=O)NCCN4CCOCC4)c(=O)c32)c1	7%	-3%	-2%	0%	-8%	-10	-6%	-2%	-23%	0%
N#C/C(=C\c1ccc[nH]1)C(=O)Nc1ccccc1F	7%	8%	11%	nt	-1%	9	-2%	1%	0%	-3%

Entries listed so far with an NH in an aromatic ring:
SMILES	AT treatment	ASM inhibitor	MBNL1-CUG inh	Menin-MLL TR inh	TSG101-PTAP inh	TSHR antagonist	Mito fusion yeast	TCR activator	Integrin act MD	CXXC DNA block
CCCCN(C(=O)CSc1nnnn1C)c1c(N)n(Cc2ccccc2)c(=O)[nH]c1=O	4%	3%	-6%	nt	-2%	-7	1%	4%	-15%	-8%
Cc1ccccc1-c1nnc(SCC(=O)c2c(N)n(C3CC3)c(=O)[nH]c2=O)o1	-3%	25%	nt	nt	-1%	-7	-1%	5%	28%	nt
N#C/C(=C\c1ccc[nH]1)C(=O)Nc1ccccc1F	7%	8%	11%	nt	-1%	9	-2%	1%	0%	-3%

Compound activity deposited in PubChem by National Center for Advancing Translational Sciences (NCATS).
